# Assay outcomes as filed in PubChem BioAssay.
# Giardia kill: Giardia lamblia killing | 340,000 compounds, 0.15% hits | Giardia lamblia trophozoite viability | AID 540267 | activity change, % at 7.66 µM, hits read low; in the data active = activity change below about -80%; inconclusive = between about -30% and that limit;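 also: parasites exposed to compound for two days anaerobically before the ATP read; % is scaled to controls: 0 for no effect and ±100 for the full control effect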
#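 Viability, read as ATP luminescence: trophozoites at 100 cells/well, compound added, 48 hrs anaerobic at 37 deg C, then 15-30 min room-temperature development before reading.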
# TRPV1 ag: activates the human vanilloid receptor TRPV1. Q8NER1. TRPV1-expressing cells, Fluo-8 calcium influx, agonist mode. activation, % at 8.33 µM. 320,000 compounds, 0.19% hits. AID 540275; in the data active = activation above about 80%; inconclusive = between about 30% and that limit; also: 0% is about no effect
#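 Fluo-8 calcium influx in TRPV1-expressing cells, kinetic read (ex 480/em 520 nm). Compound added and read 3 min for agonist activity, followed by capsaicin at EC20 final and 2 min further read for enhancement.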
# Menin MLL FP TR: menin-MLL binding inhibition, Texas Red mutant peptide | O00255 | 270,000 compounds, 0.23% hits | Potency, µM (highest dose often 61.6 µM), without a hit: at the top dose FP activity change, negative = inhibition, usual class: inhibitors | Menin + Texas Red MLL mutant peptide, fluorescence polarization; active = well fitted inhibition curve with a large enough effect in the polarisation, with a control signal flat, not every such curve was filed as active; inconclusive = small, poorly fitted or top-dose-only effect, or effect the other way, or a change in a side signal; inactive = no such curve, though single readings can be large or run the other way; the % refers to the polarisation; also: potency is read from the fitted curve at half-maximal effect; % of control where 0% means no effect; many of its hits are not listed in these tables
# CXXC DNA block: inhibitors of human MLL CXXC domain-DNA interaction. MLL-CXXC / FITC-HOXA9 DNA fluorescence polarization. Potency, µM (titrated, usually from 115 µM), for inactives: top-dose activity change, negative = inhibition, most hits filed as inhibitors. 290,000 compounds, 0.037% hits. AID 2662; active = well fitted inhibition curve with a large enough effect in the polarisation, with a control signal flat, not every such curve was filed as active; inconclusive = small, poorly fitted or top-dose-only effect, or effect the other way, or a change in a side signal; inactive = no such curve, though single readings can be large or run the other way; the % refers to the polarisation; also: potency is read from the fitted curve at half-maximal effect
#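 Steps: dispense CXXC domain solution (7 uM) → pin compounds or unlabeled HOX-A9 DNA control → 5 min ambient → add FLSN-HOX-A9 solution (50 nM) → spin → 30 min ambient → fluorescence polarization. Tris pH 7.5/NaCl/DTT/BSA buffer.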
# PKM2 act: PKM2 (human) enzyme activation; purified PKM2, Kinase-Glo ATP luminescence, activation; response scale: 0% is enzyme alone, no compound; 260,000 compounds, 0.34% hits; AID 1631; P14618; Potency, µM (top dose mostly 57.5 µM), for inactives: at the top dose activation, hits mostly activators; also: potency is read from the fitted curve at half-maximal effect; % is scaled to controls: 0 for no effect and ±100 for the full control effect; nearly all actives have a fitted effect of over 55% in size
#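 Purified hPK-M2 (>95% pure) converted ADP (0.1 mM final) to ATP with 0.5 mM PEP in 50 mM imidazole pH7.2, KCl, MgCl2, Tween 20, BSA; 1 h at room temperature. ATP detected by Kinase-Glo luminescence.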
# B2AR arrestin: agonists driving beta-arrestin recruitment to human beta2-adrenergic receptor; beta-arrestin recruitment to beta2AR, cell-based reporter; Potency, µM (series often up to 46.1 µM), inactives show at the top dose activation, most hits filed as activators; 330,000 compounds, 0.02% hits; AID 492947;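 also: potency is read from the fitted curve at half-maximal effect; 0% = DMSO controls and full agonism = EC100 isoproterenol or metaproterenol; nearly all actives have a fitted effect of over 65% in size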
# Coupling enz: counter-screen for Giardia aldolase inhibitors: coupling enzyme system; activity change, negative = inhibition, % at 58.2 µM, hits read low; 290,000 compounds, 0.67% hits; AID 2472; coupling enzyme system counterscreen, AmpLite Red fluorescence; in the data active = activity change below about -30%; also: % is scaled to controls: 0 for no effect and ±100 for the full control effect
#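 Counterscreen of the coupled detection system alone, without aldolase: glyceraldehyde-3-phosphate coupling enzymes plus AmpLite Red readout. Compounds at 57.5 uM final, 10 min RT preincubation, 20 min RT reaction, fluorescence 525/598 nm.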
# KCNH2 3.1 block: inhibitors of human KCNH2 3.1 potassium channel isoform; U2OS KCNH2 3.1, thallium flux FluxOr; active compounds read low; activity change, % (tested at about 1.8 µM); 340,000 compounds, 0.95% hits; AID 720553;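 active = maximum activity change below -70%; inconclusive = maximum activity change from -70% to -50%; inactive = maximum activity change above -50%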;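 also: thallium influx rate constant from kinetic fluorescence after stimulation buffer; % is scaled to controls: 0 for no effect and ±100 for the full control effect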
#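 FluxOr-based Tl+ influx in U2OS cells transduced with KCNH2 3.1 virus; rate constants normalized to DMSO controls.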
# hERG WT inh: inhibitors of human wildtype KCNH2 potassium channel; Q12809; U2OS, BacMam KCNH2, thallium flux FluxOr; active compounds read low; activity change, % at 1.84 µM; 340,000 compounds, 0.37% hits; AID 720551;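 active = maximum activity change below -70%; inconclusive = maximum activity change between -70% and -50%; inactive = maximum activity change above -50%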; also: % is scaled to controls: 0 for no effect and ±100 for the full control effect
#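 U2OS cells transduced with wild-type KCNH2 virus are loaded with FluxOr dye for 45 min, and thallium flux is measured in kinetic reads before and after stimulation buffer. Rate constants are normalized to DMSO controls.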
# USP2a inh: inhibitors of human ubiquitin-specific protease USP2a; Potency, µM (top dose mostly 38.3 µM), for the others: top-dose activity change, negative = inhibition, actives largely listed as inhibitors; O75604; 330,000 compounds, 0.01% hits; USP2 core, Ub-CHOP2 coupled fluorogenic reporter, 485/531;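 also: potency is read from the fitted curve at half-maximal effect; plate controls were DMSO wells for no effect and full inhibition by NEM control for full effect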
#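 Deubiquitinase activity read as fluorescence (485/531 nm) after Ub-CHOP2 cleavage activates the enterokinase reporter on its substrate; USP2 core 10nM, Ub-CHOP2 and substrate 25nM each, 30min compound preincubation then 60min RT; data normalized to NEM, curves fitted.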
# GALK inhibitor: galactokinase (human) inhibition; 270,000 compounds, 0.007% hits; Purified GALK, Kinase-Glo residual ATP luminescence; AID 1868; Potency, µM (titrated, usually from 57.5 µM), for inactives: at the highest dose activity change, negative = inhibition, most hits filed as inhibitors; also: potency is read from the fitted curve at half-maximal effect; % is scaled to controls: 0 for no effect and ±100 for the full control effect
#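 Kinase-Glo Plus luminescence measured ATP left after a 1 h room-temperature reaction. The reaction used 5 nM GALK, 100 uM galactose and 35 uM ATP at pH 8.0 (20 mM HEPES, 5 mM MgCl2, 60 mM NaCl, 1 mM DTT, 0.01% BSA).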
# * marks the source's active call; other numbers are inactive results; ? = inconclusive; / = no result given; [ ] = dose if it differs, or a comment. Unless noted, calls follow the shape of the dose curve; as a rule, active = well fitted curve in the direction sought with a large enough effect; inconclusive = small, poorly fitted or top-dose-only effect, or another doubt; inactive = no such curve, though single readings can be large; an effect the other way counts as inactive or inconclusive. This is a subset; rates above refer to the full screens.
structure,GALK inhibitor,hERG WT inh,PKM2 act,Giardia kill,KCNH2 3.1 block,CXXC DNA block,Menin MLL FP TR,USP2a inh,TRPV1 ag,B2AR arrestin,Coupling enz
CCOC(=O)N1CCC(NC(=O)c2cc(-c3ccc(OC)cc3)nc3ccccc23)CC1,1%,-2,/,8,-1,-1%,0%,3%,1,0.0%,-1
Cn1c(=O)[nH]c(=O)c2c1nc(Br)n2CCOc1ccccc1,-2%,-8,-3%,17,7,6%,11%,2%,-6,-0.2%,1
Fc1ccc(-n2c(-c3ccc4ccccc4n3)n[nH]c2=S)cc1,-2%,4,4%,-17,-1,-14%,-2%,3%,1,0.1%,1
CCCCNc1c(-c2ccc(OC)c(SC3CCCCC3)c2)nc2ccc(C)cn12,/,4,/,-26,-41,/,/,0%,/,-0.2%,/
CC1(C)CC(=O)c2cnc(NCc3ccco3)nc2C1,2%,7,1%,5,3,-4%,-5%,3%,2,-0.3%,1
CSCCC(NC(=O)c1ccccc1)C(=O)NCCCSc1ccccc1 (stereo not given),/,1,/,-23,4,/,/,0%,21,0.3%,/
O=C(NCC(c1cccnc1)N1CCN(c2ccccc2)CC1)c1ccc2c(c1)OCO2 (stereo not given),2%,2,-1%,13,-5,-4%,4%,4%,-13,0.2%,2
CCN1CCN(c2ccc(S(=O)(=O)N3CCOCC3)cc2NC(=O)CCOc2ccccc2)CC1,-4%,6,-8%,-10,2,7%,/,3%,3,-0.2%,/
CCC(C)c1ccccc1NC(=O)COC(=O)C1=COCCO1 (stereo not given),12%,-8,4%,-10,-7,10%,15%,-5%,-1,-0.2%,0
CC(=O)c1ccc(S(=O)(=O)N2CCN(CC(=O)Nc3ccc(Cl)c([N+](=O)[O-])c3)CC2)cc1,/,7,/,-11,-16,/,/,4%,2,0.0%,/
CC1(C)OC(C)(C)/C(=C\c2ccccc2[N+](=O)[O-])C1=O,0%,24,/,11,11,3%,-8%,2%,0,0.3%,0
CCc1cc2c(-c3ccccc3)cc(=O)oc2cc1OC(=O)c1cccs1,0%,13,-16%,13,-16,65%[activator],-3%,0%,2,0.2%,0
CN(C(=O)CSc1nc(-c2ccccc2)cs1)C1CCS(=O)(=O)C1 (stereo not given),-1%,-4,-9%,-1,4,-5%,/,3%,1,-2.0%,-4
Cc1ccc2cc(C#N)c(N3CCCN(S(=O)(=O)c4ccc(F)cc4)CC3)nc2c1,-2%,8,3%,3,-14,0%,4%,2%,2,0.5%,-3
Cc1cc(SCC(=O)c2ccccc2)nc(=O)[nH]1,-2%,22,/,-29,2,11%,3%,2%,-1,0.6%,0

# Next section; it opens with the two that closed the last part.
structure,GALK inhibitor,hERG WT inh,PKM2 act,Giardia kill,KCNH2 3.1 block,CXXC DNA block,Menin MLL FP TR,USP2a inh,TRPV1 ag,B2AR arrestin,Coupling enz
Cc1ccc2cc(C#N)c(N3CCCN(S(=O)(=O)c4ccc(F)cc4)CC3)nc2c1,-2%,8,3%,3,-14,0%,4%,2%,2,0.5%,-3
Cc1cc(SCC(=O)c2ccccc2)nc(=O)[nH]1,-2%,22,/,-29,2,11%,3%,2%,-1,0.6%,0
Cc1cc(Cl)ccc1OCCCC(=O)N1CCN(S(=O)(=O)c2ccccc2)CC1,/,-34,/,-1,10,/,/,-1%,?,-0.3%,/
COc1ccccc1C1=CC(=O)C[C@H](c2ccc(Cl)cc2)C1,/,-9,/,3,-17,/,/,3%,28,-0.3%,/
COc1ccccc1N(CC(=O)NCCSc1ccccn1)S(=O)(=O)c1ccccc1,-1%,7,/,-10,0,-1%,-29%,3%,5,-1.7%,-4
Cc1nc2c3ccccc3[nH]c(=O)n2n1,-2%,4,0%,13,3,-3%,6%,-1%,-3,-0.7%,1
COc1ccc(N2CCN(C(=S)Nc3cc(C)ccc3C)CC2)cc1,0%,3,-2%,-6,-9,20%,/,2%,/,0.1%,1
CC1CCCCC1NC(=O)CN1CCC(O)(c2ccc3c(c2)OCO3)CC1 (stereo not given),6%,-9,-6%,9,8,3%,7%,-1%,1,0.0%,1
O=c1[nH]c(CSc2nnc(Nc3ccccc3)s2)nc2ccccc12,/,-4,0%,-2,-33,5%,/,-2%,2,-0.1%,2
COc1ccccc1NC(=O)c1ccc2c(c1)N(CC(=O)NC(C)(C)C)C(=O)C(C)(C)O2,0%,-18,2%,27,16,0%,-7%,-1%,3,-0.8%,4
Cc1ccc(NC(=O)CSc2n[nH]c(-c3cccnc3)n2)cc1Cl,3%,7,9%,-3,5,10%,26%,3%,2,0.3%,2
CCN(CC(=O)Nc1ccc(NC(C)=O)cc1)C(=O)CSc1nnc(-c2ccco2)n1CC,/,-5,/,-4,-3,/,/,1%,-1,0.2%,/
Cc1ccc(NC(=O)C2CCN(C(=O)[C@@H]3Cc4ccccc4CN3)CC2)cc1,13%,-2,-1%,-8,-46,12%,-14%,2%,0,0.1%,5
C=CCN(c1ccccc1OC)S(=O)(=O)c1cccc(C(=O)NCc2ccco2)c1,/,11,/,15,21,/,/,1%,/,-0.3%,/
O=C(Nc1ccc(Br)cc1F)c1ccncc1,-5%,10,3%,-4,44,5%,7%,-2%,?,-0.4%,1
N#C/C(=C\c1cn(Cc2ccc(F)cc2)c2ccccc12)C(=O)NCc1ccco1,1%,14,3%,-8,-7,5%,-7%,5%,26,-0.4%,0
CCOC(=O)CCc1c(C)nc2c(c(C)nn2-c2ccc(C)cc2)c1C,2%,4,/,2,15,-11%,13%,3%,10,-0.4%,0

# Reformatted with each value named: part of the list above
mol: O=c1[nH]c(CSc2nnc(Nc3ccccc3)s2)nc2ccccc12
  GALK inhibitor: /
  hERG WT inh: -4
  PKM2 act: 0%
  Giardia kill: -2
  KCNH2 3.1 block: -33
  CXXC DNA block: 5%
  Menin MLL FP TR: /
  USP2a inh: -2%
  TRPV1 ag: 2
  B2AR arrestin: -0.1%
  Coupling enz: 2

mol: COc1ccc(N2CCN(C(=S)Nc3cc(C)ccc3C)CC2)cc1
  GALK inhibitor: 0%
  hERG WT inh: 3
  PKM2 act: -2%
  Giardia kill: -6
  KCNH2 3.1 block: -9
  CXXC DNA block: 20%
  Menin MLL FP TR: /
  USP2a inh: 2%
  TRPV1 ag: /
  B2AR arrestin: 0.1%
  Coupling enz: 1

# (list continues)
structure,GALK inhibitor,hERG WT inh,PKM2 act,Giardia kill,KCNH2 3.1 block,CXXC DNA block,Menin MLL FP TR,USP2a inh,TRPV1 ag,B2AR arrestin,Coupling enz
CC(NS(=O)(=O)c1ccccc1)C(=O)NCc1ccco1 (stereo not given),-3%,12,-2%,-10,-13,-5%,-1%,3%,-2,-0.3%,1
CCC1(CC)NC(=O)N(CC(=O)N2N=C(c3ccc(Cl)cc3)CC2c2ccco2)C1=O (stereo not given),-1%,-2,2%,5,-20,6%,-15%,1%,-2,0.2%,1
Cc1ccc(C(=O)N2CCN(C(=O)N3CCOCC3)CC2)cc1,0%,-2,4%,3,-6,11%,-5%,2%,-1,0.6%,3
Fc1cccc(-c2csc(-c3ccno3)n2)c1,5%,-4,0%,0,-4,-2%,/,-1%,/,0.4%,1
O=S(=O)(c1cccc2nonc12)N1CCN(c2ccccc2F)CC1,1%,-4,?,7,-14,2%,-12%,0%,6,0.0%,5
COc1ccc(S(=O)(=O)N2CCN(CC(=O)Nc3c(C)n[nH]c3C)CC2)cc1OC,/,5,/,-3,11,/,/,0%,/,-0.3%,/
O=C(C[n+]1ccc(-c2ccccc2)cc1)Nc1ccc([N+](=O)[O-])cc1,/,-2,/,-21,-3,-1%,-1%,-1%,0,-1.0%,2
CCOC(=O)c1nc2ccccc2c(C)c1C,-2%,-2,-3%,8,-6,13%,/,6%,5,0.1%,1
CC1CCCCC12NC(=O)N(CC(=O)N1CCc3ccccc31)C2=O (stereo not given),/,-1,/,11,1,/,/,6%,3,-0.9%,/
COc1ccc(NS(=O)(=O)c2cc(NC(=O)c3ccccc3F)ccc2N2CCCC2)cc1,0%,-1,-9%,16,-1,-3%,/,-8%,0,0.3%,1
COc1ccc(NC(=O)COc2cccc3c2CCN(C)C3=O)c(OC)c1,-7%,-22,-2%,-2,-2,30%,/,-1%,-4,-0.1%,/
